TbPYK inhibitor = inhibitors of Trypanosoma brucei pyruvate kinase; 410,000 tested, 0.12% active; Potency, µM (doses to about 76.8 µM), inactives show top-dose activity, negative = inhibition, actives largely listed as inhibitors; TbPYK enzyme, Kinase-Glo Plus ATP luminescence, 45 min; AID 624173; further: potency means the concentration at half of the fitted maximal effect; nearly all actives have a fitted effect of over 50% in size
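Luminescent Kinase-Glo Plus end-point after 45 min room-temperature reaction of T. brucei pyruvate kinase started with 130 uM ADP (final). Buffer TEA 50 mM pH 7.2 with KCl, MgCl2, BSA, Tween-20; titration-based qHTS with fitted concentration-effect curves.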
LmPK inhibitor = blocks Leishmania mexicana pyruvate kinase activity; Q27686; purified LmPK, Kinase-Glo ATP luminescence, 1 h; Potency, µM (top dose mostly 57.5 µM), inactives show top-dose activity change, negative = inhibition, most hits filed as inhibitors; 290,000 tested, 0.37% active; further: potency means the concentration at half of the fitted maximal effect
Target sequence (Q27686 whole entry, looked up): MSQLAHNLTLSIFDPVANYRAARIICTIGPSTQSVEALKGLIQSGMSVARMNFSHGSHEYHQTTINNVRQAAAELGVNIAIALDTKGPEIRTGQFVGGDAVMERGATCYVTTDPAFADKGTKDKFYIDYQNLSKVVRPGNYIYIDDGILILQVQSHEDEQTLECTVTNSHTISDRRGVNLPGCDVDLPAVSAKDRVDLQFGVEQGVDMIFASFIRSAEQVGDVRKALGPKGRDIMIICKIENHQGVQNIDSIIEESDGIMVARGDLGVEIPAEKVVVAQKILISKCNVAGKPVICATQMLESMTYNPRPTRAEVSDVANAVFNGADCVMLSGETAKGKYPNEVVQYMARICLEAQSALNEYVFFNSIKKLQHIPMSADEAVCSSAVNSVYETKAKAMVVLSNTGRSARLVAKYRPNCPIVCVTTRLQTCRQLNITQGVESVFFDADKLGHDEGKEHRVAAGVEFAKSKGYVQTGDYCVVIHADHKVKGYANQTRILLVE
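qHTS format; LmPK 0.1 nM; substrates PEP 0.5 mM and ADP 0.1 mM. One-hour room-temperature incubation, then coupled luciferase luminescence; 0.5 nM enzyme wells mark activation.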
AmpC no deterg = AmpC beta-lactamase inhibition without detergent. P00811. AmpC nitrocefin hydrolysis, absorbance 480 nm, 0.0001% Triton. Potency, µM (series often up to 57.1 µM), without a hit: at the highest dose activity change, negative = inhibition, actives largely listed as inhibitors. 330,000 tested, 0.52% active. AID 485341;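 further: potency means the concentration at half of the fitted maximal effect; plate controls were no compound for no effect and no enzyme for full effect; nearly all actives have a fitted effect of over 20% in size; some results filed as inactive show a strong effect at the top dose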
Target sequence (P00811 whole entry, looked up): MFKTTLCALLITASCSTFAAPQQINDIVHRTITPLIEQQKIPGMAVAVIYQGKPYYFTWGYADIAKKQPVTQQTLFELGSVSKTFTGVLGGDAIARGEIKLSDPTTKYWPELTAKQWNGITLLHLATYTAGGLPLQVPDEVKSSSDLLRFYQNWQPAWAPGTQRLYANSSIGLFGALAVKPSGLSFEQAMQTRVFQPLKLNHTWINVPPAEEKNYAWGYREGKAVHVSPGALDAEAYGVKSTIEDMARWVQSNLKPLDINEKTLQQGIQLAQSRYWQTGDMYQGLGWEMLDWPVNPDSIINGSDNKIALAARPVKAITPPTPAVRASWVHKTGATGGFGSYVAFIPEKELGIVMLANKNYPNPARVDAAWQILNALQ
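AmpC (5.3 nM in the dispensed reagent) in 20 mM phosphate pH 7.0 with 0.01% (detergent screen) or 0.0001% Triton X-100 was preincubated with compounds for 15 min at room temperature. Nitrocefin was then added from an 800 uM solution, and hydrolysis was followed at 480 nm.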
HCV inhibitor = blocks hepatitis C virus; Huh7.5.1 HCVcc-Cre infection, luciferase reporter, 44 h; Potency, µM (top dose mostly 41.8 µM), without a hit: at the highest dose activity change, negative = inhibition, most hits filed as inhibitors; 340,000 tested, 3.4% active; AID 651820; further: potency means the concentration at half of the fitted maximal effect
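HCVcc-Cre virus at an moi near 0.5 was added right after compound to cells cultured 4 h from seeding (1,000 cells/well). Luciferase activity was determined 44 h later, 15 min after substrate addition at RT.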
AMA1-RON2 inh = disrupts binding of P. falciparum AMA1 to RON2 | AlphaScreen AMA1-biotinylated RON2 peptide binding | Potency, µM (top dose mostly 58.2 µM), for the others: at the top dose activity change, negative = inhibition, most hits filed as inhibitors | 360,000 tested, 0.2% active;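 further: potency means the concentration at half of the fitted maximal effect; 0% = vehicle wells and -100% = peptide control; nearly all actives have a fitted effect of over 45% in size; some results filed as inactive show a strong effect at the top dose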
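AMA1 (3D7) with his tag at 25 nM final met compounds first, then biotinylated RON2 peptide at 25 nM; detection used donor plus acceptor beads, 10 µg/mL apiece, read by AlphaScreen after 30 min at room temperature.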
AmpC inh detg = blocks E. coli AmpC beta-lactamase in detergent assay. 370,000 tested, 0.041% active. AID 485294. AmpC hydrolysis of nitrocefin, absorbance 480 nm, 0.01% Triton. P00811. Potency, µM (top dose mostly 114 µM), inactives show top-dose activity change, negative = inhibition, hits mostly inhibitors;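 further: potency means the concentration at half of the fitted maximal effect; 0% = no-compound wells and -100% = no-enzyme wells; nearly all actives have a fitted effect of over 25% in size; some results filed as inactive show a strong effect at the top dose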
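AmpC (5.3 nM in the dispensed reagent) in 20 mM phosphate pH 7.0 with 0.01% (detergent screen) or 0.0001% Triton X-100 was preincubated with compounds for 15 min at room temperature. Nitrocefin was then added from an 800 uM solution, and hydrolysis was followed at 480 nm.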
HCMV inh = inhibitors of human cytomegalovirus; HFF cells, HCMV-luciferase reporter, 72 h; hits give low values; activity change, negative = inhibition, % at 57.5 µM; 410,000 tested, 4.5% active; AID 1259415; in the data active means activity change below about -60%; inconclusive means no clear call, values can overlap the other calls; inactive means above about -39%
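Compounds were evaluated in HFFs infected with an HCMV luciferase reporter virus (MOI 1 PFU/cell). Luciferase in lysates collected 72 h post infection served as the replication measure.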
Numbers without * were called inactive; & = joins results of further samples; [ ] = another dose, or the depositor's remark. Unless noted, the call rests on the fitted dose curve; in most records, active means well fitted curve in the direction sought with a large enough effect; inconclusive means small, poorly fitted or top-dose-only effect, or another doubt; inactive means no such curve, though single readings can be large; an effect the other way counts as inactive or inconclusive. Unless noted, on the % scale 0 is the no-effect control and ±100 the full control effect.

How did Cc1cnc(C(=O)N2CCCC(N3CCN(c4ccccc4F)CC3)C2)cn1 (stereo not drawn) do in these assays?
TbPYK inhibitor: 0%; LmPK inhibitor: 1%; AmpC no deterg: -1%; HCV inhibitor: 19%; AMA1-RON2 inh: -11%; AmpC inh detg: 2%; HCMV inh: -9

How did COc1cccc(COC(=O)C2CC(=O)N(Cc3ccccc3)C2)c1OC (stereo not drawn) do in these assays?
TbPYK inhibitor: 0%; AMA1-RON2 inh: -9%; HCMV inh: -30

What do the screens show for `COc1cc(SC)ccc1C(=O)Nc1ccc2ncccc2c1`?
TbPYK inhibitor: -3%; LmPK inhibitor: -8%; AmpC no deterg: 153%[activator]; HCV inhibitor: inconclusive; AMA1-RON2 inh: -5%; AmpC inh detg: inconclusive; HCMV inh: 136

How did Nc1c(C(=O)c2ccccc2)sc2c1c(=O)[nH]c(=O)n2-c1ccccc1 do in these assays?
TbPYK inhibitor: 4%; LmPK inhibitor: 0%; AmpC no deterg: -34%; HCV inhibitor: -4%; AMA1-RON2 inh: 0%; AmpC inh detg: -21%; HCMV inh: 45

Results for CC1CN(CC(=O)c2c(N)n(Cc3ccccc3)c(=O)n(C)c2=O)CC(C)O1 (stereo not drawn) ?
TbPYK inhibitor: 2%; LmPK inhibitor: 7%; AmpC no deterg: -3%; HCV inhibitor: 9%; AMA1-RON2 inh: -2%; AmpC inh detg: -5%; HCMV inh: 14

Results for CN1CCN(C(=O)c2cnn(-c3ccccc3)c2NC(=O)c2ccccc2Br)CC1 ?
TbPYK inhibitor: -4%; LmPK inhibitor: 2%; AmpC no deterg: 3%; HCV inhibitor: 10%; AMA1-RON2 inh: 2%; AmpC inh detg: -14%; HCMV inh: -25

How did CC(C)[C@H](NC(=O)c1ccco1)C(=O)OCC(=O)Nc1ccc(Cl)c(S(=O)(=O)N(C)C)c1 do in these assays?
TbPYK inhibitor: -2%; LmPK inhibitor: 4%; AmpC no deterg: -17%; HCV inhibitor: 0%; AMA1-RON2 inh: 6%; AmpC inh detg: -8%; HCMV inh: -32

Results for CN1C2CCC1CC(NC(=O)c1ccc(Cl)cc1)C2 (stereo not drawn) ?
TbPYK inhibitor: 5%; LmPK inhibitor: 0%; AmpC no deterg: -4%; HCV inhibitor: -1%; AMA1-RON2 inh: 13%; AmpC inh detg: inconclusive; HCMV inh: 35

How did COc1cccc(NC(=O)CN2C(=O)c3cccnc3Oc3ccc(Cl)cc32)c1 do in these assays?
TbPYK inhibitor: 0%; LmPK inhibitor: -2%; AmpC no deterg: -9%; HCV inhibitor: inconclusive; AMA1-RON2 inh: 9%; AmpC inh detg: -12%&11%; HCMV inh: 67&0

Results for C=CCNC(=O)C1CCC(CNc2nc(=S)[nH]c3ccccc23)CC1 (stereo not drawn) ?
TbPYK inhibitor: 6%; LmPK inhibitor: -2%; AmpC no deterg: -10%; HCV inhibitor: inconclusive; AMA1-RON2 inh: 105%[activator]; AmpC inh detg: -3%; HCMV inh: -39

How did Cc1nn2c(-c3ccc(Cl)cc3)nnc2s1 do in these assays?
TbPYK inhibitor: 1%; LmPK inhibitor: -15%; AmpC no deterg: -16%; HCV inhibitor: 12%; AMA1-RON2 inh: 5%; AmpC inh detg: -24%; HCMV inh: -11

How did Nc1nc(SCC(=O)Nc2ccc(Br)cc2F)n[nH]1 do in these assays?
TbPYK inhibitor: -2%; LmPK inhibitor: -2%; AmpC no deterg: -26%; HCV inhibitor: 9%; AMA1-RON2 inh: -1%; AmpC inh detg: -10%; HCMV inh: -14

How did COC(=O)c1ccc2cc(C)cc(C)c2n1 do in these assays?
TbPYK inhibitor: 6%; AMA1-RON2 inh: 4%; HCMV inh: 13

What do the screens show for `CCCn1c(SCC(=O)NC(=O)NCc2ccccc2)n[nH]c1=O`?
TbPYK inhibitor: -2%; AmpC no deterg: -25%; HCV inhibitor: 12%; AMA1-RON2 inh: -6%; HCMV inh: -26

How did C=CCN1C(=O)/C(=C2/Sc3ccccc3N2CC)SC1=S do in these assays?
TbPYK inhibitor: -10%; LmPK inhibitor: 1%; AmpC no deterg: -44%; HCV inhibitor: -26%; AMA1-RON2 inh: 5%; AmpC inh detg: 1%; HCMV inh: -4

What do the screens show for `c1ccc(CCNc2ccc3c(c2)Cc2ccccc2-3)nc1`?
TbPYK inhibitor: -1%; HCV inhibitor: -7%; AMA1-RON2 inh: -20%; HCMV inh: 13

Results for O=c1[nH]n(Cc2ccccc2)c(=O)c2ccccc12 ?
TbPYK inhibitor: 0%; LmPK inhibitor: -6%; AmpC no deterg: -37%; HCV inhibitor: 0%; AMA1-RON2 inh: 0%; AmpC inh detg: 0%; HCMV inh: 111

How did Cc1cc2ccccc2n1CCNC(=O)C1CCCCC1 do in these assays?
TbPYK inhibitor: 5%; LmPK inhibitor: -2%; AmpC no deterg: 7%; HCV inhibitor: -14%; AMA1-RON2 inh: -5%; AmpC inh detg: inconclusive; HCMV inh: 78

How did COc1ccccc1N(C)S(=O)(=O)c1ccc(Cl)c(C(=O)NCc2ccco2)c1 do in these assays?
TbPYK inhibitor: 6%; AmpC no deterg: -14%; HCV inhibitor: -7%; AMA1-RON2 inh: -11%; HCMV inh: -25

What do the screens show for `O=C(NCc1ccc2c(c1)OCO2)c1cc(-n2cnnc2)ccc1Cl`?
LmPK inhibitor: -2%; AmpC no deterg: -43%; HCV inhibitor: 5%; AMA1-RON2 inh: -5%; AmpC inh detg: 6%; HCMV inh: -13

What do the screens show for `COc1ccc(N(CC(=O)O)S(=O)(=O)c2ccc(C)cc2)cc1Cl`?
TbPYK inhibitor: 7%; LmPK inhibitor: -1%; AmpC no deterg: -1%; HCV inhibitor: 13%; AMA1-RON2 inh: -20%; AmpC inh detg: -5%; HCMV inh: -18

What do the screens show for `CCCCN1CCN=C1Nc1ccccc1`?
TbPYK inhibitor: -7%; LmPK inhibitor: -3%; AmpC no deterg: -16%; HCV inhibitor: 19%; AMA1-RON2 inh: -7%; AmpC inh detg: inconclusive; HCMV inh: -30

What do the screens show for `CC(O)(c1ccc(F)c(F)c1)c1nc(-c2ccccc2)cs1` (stereo not drawn)?
TbPYK inhibitor: -4%; AMA1-RON2 inh: 20%; HCMV inh: -8

Results for Cc1cc(C)n2c(NC3CCCC3)c(-c3ccc(F)cc3)nc2n1 ?
TbPYK inhibitor: 2%; AMA1-RON2 inh: 3%; HCMV inh: 2

Next section; it opens with the five that closed the last part.
What do the screens show for `O=C(NCc1ccc2c(c1)OCO2)c1cc(-n2cnnc2)ccc1Cl`?
LmPK inhibitor: -2%; AmpC no deterg: -43%; HCV inhibitor: 5%; AMA1-RON2 inh: -5%; AmpC inh detg: 6%; HCMV inh: -13

What do the screens show for `COc1ccc(N(CC(=O)O)S(=O)(=O)c2ccc(C)cc2)cc1Cl`?
TbPYK inhibitor: 7%; LmPK inhibitor: -1%; AmpC no deterg: -1%; HCV inhibitor: 13%; AMA1-RON2 inh: -20%; AmpC inh detg: -5%; HCMV inh: -18

What do the screens show for `CCCCN1CCN=C1Nc1ccccc1`?
TbPYK inhibitor: -7%; LmPK inhibitor: -3%; AmpC no deterg: -16%; HCV inhibitor: 19%; AMA1-RON2 inh: -7%; AmpC inh detg: inconclusive; HCMV inh: -30

What do the screens show for `CC(O)(c1ccc(F)c(F)c1)c1nc(-c2ccccc2)cs1` (stereo not drawn)?
TbPYK inhibitor: -4%; AMA1-RON2 inh: 20%; HCMV inh: -8

Results for Cc1cc(C)n2c(NC3CCCC3)c(-c3ccc(F)cc3)nc2n1 ?
TbPYK inhibitor: 2%; AMA1-RON2 inh: 3%; HCMV inh: 2

What do the screens show for `O=C(N/N=C/c1cccc(NC(=O)c2ccc(Cl)cc2)c1)c1cccc(O)c1`?
TbPYK inhibitor: 4%; LmPK inhibitor: 1%; AmpC no deterg: inconclusive; HCV inhibitor: inconclusive; AMA1-RON2 inh: 3%; AmpC inh detg: -9%; HCMV inh: 19

Results for Cc1ccccc1OCC(=O)OCC(=O)NCc1ccccc1Cl ?
TbPYK inhibitor: 0%; AmpC no deterg: -24%; HCV inhibitor: -8%; AMA1-RON2 inh: 22%; HCMV inh: -18

What do the screens show for `O=C(CSc1ccc2nnc(CCNC(=O)c3ccccc3)n2n1)Nc1ccc(F)cc1F`?
TbPYK inhibitor: 1%; LmPK inhibitor: -10%; AmpC no deterg: 32%; HCV inhibitor: 8%; AMA1-RON2 inh: 2%; AmpC inh detg: 1%; HCMV inh: -16

How did Cc1cc(C(=O)NC2CCCCC2)c(C)o1 do in these assays?
TbPYK inhibitor: 9%; AmpC no deterg: 3%; HCV inhibitor: -15%; AMA1-RON2 inh: -7%; AmpC inh detg: -15%; HCMV inh: -17

How did CCNC(=O)C1(C)CCN(C(=O)c2cccc(C#N)c2)C1 (stereo not drawn) do in these assays?
TbPYK inhibitor: 2%; AMA1-RON2 inh: -5%; HCMV inh: 5

Results for COC(=O)C(O)(CC(=O)Nc1ccc(OC)cc1)C(F)(F)F (stereo not drawn) ?
TbPYK inhibitor: 0%; LmPK inhibitor: 4%; AmpC no deterg: -14%; HCV inhibitor: 4%; AMA1-RON2 inh: 0%; AmpC inh detg: -10%; HCMV inh: -2

What do the screens show for `O=C(Nc1ccc(C(F)(F)F)cc1[N+](=O)[O-])O[C@H]1[C@H](Cc2ccccc2)NS(=O)(=O)[C@H]2C[C@@H]3C=C[C@]12O3`?
TbPYK inhibitor: -4%; AmpC no deterg: -19%; HCV inhibitor: inconclusive; AMA1-RON2 inh: -4%; AmpC inh detg: 7%; HCMV inh: 21

What do the screens show for `CCOC(=O)N1CCN(S(=O)(=O)c2ccc(C(=O)N(CCCN(C)C)c3nc4c(F)cc(F)cc4s3)cc2)CC1`?
TbPYK inhibitor: 1%; AmpC no deterg: 61%[activator]; HCV inhibitor: inconclusive; AMA1-RON2 inh: 7%; AmpC inh detg: -9%; HCMV inh: -5

Results for COC(=O)C(C(C)C)N1CCc2c(C)nc3c(C#N)cnn3c21 (stereo not drawn) ?
TbPYK inhibitor: 22%; LmPK inhibitor: 1%; AmpC no deterg: 36%; HCV inhibitor: 4%; AMA1-RON2 inh: -6%; AmpC inh detg: 0%; HCMV inh: -29

Compounds were not picked by outcome; overall some 7.5% were active at least once.
